# Compound activity deposited in PubChem BioAssay by several laboratories.
# Rab7 wt modul = dog Rab7 wildtype GTP binding, inhibitors and activators; AID 758; GTP binding activity (percent of control), % at 10 µM; GST-Rab7 beads, fluorescent GTP binding, flow cytometry; actives lie on both sides; untreated = 100%, excess cold GTP = 0%; actives 0.055% (n = 190,000);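 active = fluorescent GTP binding to Rab7 beads changed by at least 20 points from the 100% baseline, either direction, mostly lower; inconclusive = compound itself probably fluorescent, or too few beads counted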;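 note: median green fluorescence of bound Bodipy-FL-GTP per Rab7 bead population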
# ABCB1 inh = blocks JC-1 efflux by human ABCB1 transporter. CCRF-Adr cells, flow cytometry. inhibition, % at 6.6 µM. actives 0.067% (n = 190,000). AID 1326; in the data active = inhibition above about 40%;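 note: 0% = vehicle and 100% = reference inhibitor; higher value means more JC-1 retained so stronger ABCB1 efflux block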
# ABCG2 block = inhibitors of human ABCG2 transporter, ABCB1 counter-screen; IgMXP3 cells, JC-1 efflux, flow cytometry; inhibition, % at 6.6 µM; actives 0.1% (n = 190,000);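 active = inhibition above 80%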;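 note: 0% = DMSO and 100% = nicardipine control wells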
# Target sequence (Q9UNQ0 whole entry, looked up): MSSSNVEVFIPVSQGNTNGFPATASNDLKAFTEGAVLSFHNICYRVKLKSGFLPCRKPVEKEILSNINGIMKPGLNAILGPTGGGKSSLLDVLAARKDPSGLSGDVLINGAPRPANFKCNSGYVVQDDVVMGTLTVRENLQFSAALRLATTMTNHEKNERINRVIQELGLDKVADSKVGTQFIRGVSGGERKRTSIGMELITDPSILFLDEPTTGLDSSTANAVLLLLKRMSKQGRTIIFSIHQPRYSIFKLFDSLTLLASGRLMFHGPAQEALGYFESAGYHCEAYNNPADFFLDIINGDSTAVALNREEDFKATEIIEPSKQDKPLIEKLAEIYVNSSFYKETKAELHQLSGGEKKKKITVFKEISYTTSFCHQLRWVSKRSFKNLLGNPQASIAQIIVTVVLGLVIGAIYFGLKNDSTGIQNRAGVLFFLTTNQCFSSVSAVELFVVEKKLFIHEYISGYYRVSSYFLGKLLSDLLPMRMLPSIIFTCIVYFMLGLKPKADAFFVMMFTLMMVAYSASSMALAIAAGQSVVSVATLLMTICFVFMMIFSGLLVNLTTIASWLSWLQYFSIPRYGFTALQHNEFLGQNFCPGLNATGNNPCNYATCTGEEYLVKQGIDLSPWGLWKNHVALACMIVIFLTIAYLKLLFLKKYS
#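 Incubation: cells with compound and JC-1, 10 min at 25 °C, rotating, no wash / Test system: IgMXP3 (ABCG2) plus far-red-tagged CCRF-Adr (ABCB1) cells / Compound dosing: one concentration, 6.6 µM final / Also added: JC-1 fluorescent substrate / Evaluation: efflux inhibition in percent versus controls / Detection: flow cytometry, 530 nm JC-1 signal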
# Rac1 act GTP bind = human Rac1 activated mutant GTP binding change. P63000. GST-Rac1 activated beads, fluorescent GTP binding, flow cytometry; actives lie on both sides; 100% means binding = to untreated wells. percent activity (GTP binding), % at 10 µM. actives 0.11% (n = 190,000). AID 764;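 active = GTP binding at least 20 percentage points away from the 100% baseline, in either direction, so actives lie on both sides; inconclusive = Compound likely fluorescent itself, or too few beads counted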
# HRas wt GTP bind = human HRas wildtype GTP binding, change in either direction; actives 0.14% (n = 190,000); GTP binding activity, % at 10 µM; GST-Ras wt beads, Bodipy-FL-GTP binding, flow cytometry; actives lie on both sides; AID 759;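 active = GTP binding activity at least 20% away from the 100% baseline, either lowered as inhibitor or raised as activator; inconclusive = flagged as likely green fluorescent, judged across all proteins in the well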;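 note: 0% = unlabeled GTP competition control and 100% = no-compound control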
# Target sequence (P01112 whole entry, looked up): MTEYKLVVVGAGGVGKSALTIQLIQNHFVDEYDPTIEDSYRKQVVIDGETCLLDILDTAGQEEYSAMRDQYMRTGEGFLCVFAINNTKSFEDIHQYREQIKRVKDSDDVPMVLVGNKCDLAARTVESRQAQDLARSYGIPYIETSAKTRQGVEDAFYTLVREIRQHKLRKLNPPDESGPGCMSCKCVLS
# Cdc42 wt GTP = modulators (inhibitors or activators) of GTP binding to human Cdc42 wildtype; actives 0.2% (n = 190,000); P60953; AID 761; percent activity (GTP binding), % at 10 µM; GST-Cdc42 beads, Bodipy-GTP binding, flow cytometry; actives lie on both sides;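 active = percent activity GTP binding at least 20 points away from the 100% baseline, either down as inhibitor or up as activator; inconclusive = compound flagged as likely green fluorescent from well-wide comparison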;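 note: median bead fluorescence of bound Bodipy-FL-GTP at 100 nM; 0% = excess unlabeled GTP control and 100% = no compound control; below 100% means less GTP binding so inhibitor and above means activator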
# Target sequence (P60953 whole entry, looked up): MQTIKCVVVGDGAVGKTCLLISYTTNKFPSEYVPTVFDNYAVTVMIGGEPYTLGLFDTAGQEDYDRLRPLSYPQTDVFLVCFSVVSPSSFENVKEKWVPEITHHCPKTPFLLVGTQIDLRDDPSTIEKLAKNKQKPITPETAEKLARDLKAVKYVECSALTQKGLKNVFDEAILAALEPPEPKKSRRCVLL
# Mcl1 Noxa PPI = disrupts binding of human Mcl-1 to Noxa peptide | Q07820 | TR-FRET Mcl-1/Noxa peptide binding, 2 h | inhibition, % at 21.7 µM | actives 1.5% (n = 220,000);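 active = compounds that cut the protein-peptide binding signal by more than 50% relative to plate controls in a single-dose test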;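 note: His-tagged Mcl-1 with rhodamine Noxa BH3 peptide and terbium anti-His antibody; 0% = Mcl-1 plus Noxa peptide wells and 100% = peptide-only wells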
# Avidin fluor = compound fluoresces at 488/530 nm on avidin beads; compound fluorescence 488/530 nm, flow cytometry; active compounds read high; fluorescence (KMESF) at 10 µM; actives 0.38% (n = 220,000); AID 1775; in the data active = fluorescence above about 47; note: inactives centre near 10
# Rac1 wt modul = human Rac1 wildtype GTP binding, inhibitors and activators. P63000. actives 0.27% (n = 190,000). AID 757. GTP binding activity (% of control), % at 10 µM. GST-Rac1 beads, fluorescent GTP binding, flow cytometry; actives lie on both sides; 0 = cold GTP competed, 100 = untreated;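 active = GTP binding activity at least 20 points away from the 100% control level, either lower or higher; inconclusive = compound flagged as likely green fluorescent, judged across all proteins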
# Pf gametocyte = kills late stage P. falciparum gametocytes; AID 743093; P. falciparum stage V gametocytes, ATP luminescence, 24 h; inhibition, % at 10.9 µM; actives 0.065% (n = 150,000);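 active = inhibition above the mean plus 3 SD of compounds within the control limits, set per campaign, cut at about 38% in these data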;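 note: 0% = DMSO wells and 100% = medium only without gametocytes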
# Rab2 wt GTP = changes GTP binding to wildtype dog Rab2A, up or down | GST-Rab2 wt beads, Bodipy-GTP binding, flow cytometry | GTP binding activity, % at 10 µM | actives 0.19% (n = 190,000);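 active = GTP binding activity at least 20 points away from 100%, either lowered or raised; inconclusive = signal likely due to the compound's own green fluorescence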;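 note: 0% = beads with excess unlabeled GTP and 100% = no-compound control corrected for plate trend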
# * marks the source's active call; other numbers are inactive results; ? = inconclusive; · = no result given.
mol	Rab7 wt modul	ABCB1 inh	ABCG2 block	Rac1 act GTP bind	HRas wt GTP bind	Cdc42 wt GTP	Mcl1 Noxa PPI	Avidin fluor	Rac1 wt modul	Pf gametocyte	Rab2 wt GTP
O=[N+]([O-])c1ccccc1Oc1ccc(C(F)(F)F)cn1	106.0	0.5	5.9	92.0	99.0	94.0	2.3	7	97.0	-1.5	100.0
CCOC(=O)c1ccc(NC(c2ccc(N(C)C)cc2)P(=O)(OC(C)C)OC(C)C)cc1 (centres undefined)	94.0	1.8	4.6	93.0	93.0	94.0	22.0	12	95.0	-9.4	94.0
COc1ccc(C(C#N)N2CCCCC2)cc1OC (centres undefined)	102.0	-2.4	-0.3	97.0	102.0	101.0	13.7	10	100.0	12.9	102.0
O=C(Nc1ccccc1)N1CCN(Cc2ccccc2)CC1	94.0	0.3	0.6	99.0	101.0	100.0	13.8	13	97.0	·	101.0
Cc1ccc(C2NS(=O)(=O)N=C2N)cc1 (centres undefined)	104.0	0.0	0.7	97.0	104.0	103.0	1.4	7	106.0	4.5	102.0
CCOC(=O)c1sc(NC(=S)NC(=O)c2ccccc2)c(C(=O)OCC)c1C	93.0	-0.7	-4.5	102.0	98.0	100.0	8.9	12	100.0	-31.4	99.0
Cc1n[nH]c(C)c1S(=O)(=O)N1CCCC(C(=O)NCc2ccccc2Cl)C1 (centres undefined)	98.0	-0.1	1.7	98.0	99.0	100.0	5.6	4	106.0	-8.7	100.0
CCOc1ccc(C(=O)Nc2ccc(NC(=S)NC(=O)CC)cc2)cc1Cl	100.0	0.2	1.8	99.0	101.0	105.0	-7.3	15	107.0	11.5	101.0
Nc1nonc1-c1nc2ccccc2n1CC(=O)NC1CCCC1	100.0	0.1	0.2	102.0	102.0	103.0	-3.0	8	106.0	31.3	100.0
Cc1cc(C(=O)CSc2nnnn2C)c(C)n1CCc1ccc(Cl)cc1	99.0	0.3	1.9	98.0	105.0	107.0	-3.2	10	101.0	·	105.0
CN(C(=O)c1ccccc1)c1nc2ccccc2s1	101.0	0.2	30.1	99.0	103.0	102.0	17.0	7	103.0	·	102.0
COc1cc(NS(=O)(=O)c2ccc(N/C=C(\C#N)c3nc4ccccc4o3)cc2)nc(OC)n1	99.0	0.1	0.4	96.0	99.0	100.0	8.6	10	99.0	·	100.0
COc1ccc(/C=N/NC(=S)Nc2ccccc2[N+](=O)[O-])cc1O	100.0	6.4	10.6	99.0	99.0	97.0	47.4	11	101.0	0.7	98.0
Cc1csc(NC(=O)c2cc[n+]([O-])cc2)n1	97.0	0.2	1.8	99.0	95.0	96.0	4.6	6	93.0	-22.6	98.0
NC(=O)N1c2ccccc2C=Cc2ccccc21	95.0	0.4	0.0	102.0	102.0	103.0	-8.1	9	103.0	·	101.0
CCSCCOC(=O)C1=C(C)N(C)C(=O)NC1c1cc(OC)ccc1OC (centres undefined)	98.0	1.0	2.4	98.0	99.0	101.0	2.4	37	100.0	·	99.0
O=C(CSc1ccc2nnc(-c3ccccc3)n2n1)NCc1ccc2c(c1)OCO2	100.0	0.2	0.8	99.0	101.0	102.0	1.1	7	104.0	·	103.0
O=C(Nc1nccs1)c1cccc(S(=O)(=O)N2CCCCC2)c1	102.0	0.4	3.5	106.0	107.0	110.0	7.8	31	106.0	1.6	106.0
CCOc1ccc(S(=O)(=O)Nc2ccccc2C(=O)Nc2ccccc2N2CCOCC2)cc1	99.0	0.3	0.8	101.0	101.0	103.0	11.3	5	109.0	·	100.0
CCOC(=O)C1(Cc2ccccc2)CCN(Cc2cc(OC)c3c(c2)OCO3)CC1	96.0	2.0	4.5	97.0	96.0	96.0	-3.9	13	100.0	13.8	96.0
COc1ccc(C2=NN(C(=O)c3ccc(Cl)c([N+](=O)[O-])c3)C(c3ccccc3)C2)cc1 (centres undefined)	99.0	4.4	13.3	99.0	103.0	105.0	20.9	12	105.0	-23.9	100.0
CN(c1nnc(N)s1)C1CCCCC1	102.0	-0.2	0.5	99.0	101.0	104.0	0.2	7	107.0	·	100.0
CC1CCN(CC(O)COCCOc2ccc(Br)cc2)CC1 (centres undefined)	100.0	0.8	3.7	99.0	98.0	104.0	1.3	43	106.0	-3.8	97.0
Cn1c(N)c(Br)c(-c2ccc(F)cc2)c(C#N)c1=O	96.0	0.5	15.0	98.0	98.0	95.0	3.4	12	99.0	22.9	97.0
CO/N=C/c1ccc(N2CCN(C(=O)c3cccc(C(F)(F)F)c3)CC2)c([N+](=O)[O-])c1	96.0	0.9	6.4	94.0	98.0	97.0	13.7	33	96.0	-1.3	95.0

# The list goes on; the last 2 above are carried over.
mol	Rab7 wt modul	ABCB1 inh	ABCG2 block	Rac1 act GTP bind	HRas wt GTP bind	Cdc42 wt GTP	Mcl1 Noxa PPI	Avidin fluor	Rac1 wt modul	Pf gametocyte	Rab2 wt GTP
Cn1c(N)c(Br)c(-c2ccc(F)cc2)c(C#N)c1=O	96.0	0.5	15.0	98.0	98.0	95.0	3.4	12	99.0	22.9	97.0
CO/N=C/c1ccc(N2CCN(C(=O)c3cccc(C(F)(F)F)c3)CC2)c([N+](=O)[O-])c1	96.0	0.9	6.4	94.0	98.0	97.0	13.7	33	96.0	-1.3	95.0
COc1ccc(C(=O)Nc2ccc(Cc3ccncc3)cc2)cc1Br	107.0	0.9	21.0	98.0	100.0	98.0	7.1	11	101.0	1.9	101.0
CC/C(C)=N/N1C(=O)c2ccccc2NC1(C)CC (centres undefined)	104.0	0.3	0.9	98.0	99.0	95.0	-0.1	5	98.0	-12.0	99.0
COc1ccc(OC)c(/C=C/C(=O)N(C)CC(=O)Nc2ccc(C)cc2)c1	96.0	2.2	24.5	96.0	96.0	99.0	4.1	5	100.0	4.5	95.0
Cc1ccn(CC(C)C(=O)O)n1 (centres undefined)	102.0	0.3	0.0	95.0	99.0	98.0	8.6	10	96.0	·	99.0
CCOC(=O)C1CCCN(C(=O)c2cc3nc(-c4ccc5c(c4)OCO5)cc(C(F)(F)F)n3n2)C1 (centres undefined)	94.0	3.7	11.2	91.0	97.0	95.0	7.1	30	93.0	·	92.0
Clc1cccc(NC2=NCCC2)c1	103.0	0.7	14.8	98.0	102.0	104.0	25.8	12	107.0	·	99.0
NC(=O)NCc1ccccc1	105.0	0.7	1.2	99.0	98.0	100.0	14.5	7	99.0	·	101.0
Brc1ccc2nc3c(n2c1)CCCC3	97.0	0.1	0.8	93.0	98.0	98.0	7.2	13	97.0	·	95.0
CC(C)(C)c1ccc(-c2nc3n(c(=O)c2C#N)CCS3)cc1	97.0	0.5	3.5	95.0	95.0	95.0	5.3	5	100.0	0.1	94.0
Cc1cccc(NC(=O)NCC(F)(F)F)n1	102.0	-0.5	11.6	100.0	102.0	103.0	12.2	16	105.0	25.2	102.0
O=C1c2ccccc2C(=O)N1c1nc2nccc(-c3ccccc3)n2n1	97.0	0.1	1.9	93.0	94.0	95.0	1.5	15	93.0	-23.4	92.0
CCOP(=O)(c1ccccc1Cl)C1(O)CCCCC1 (centres undefined)	100.0	0.1	0.6	102.0	102.0	105.0	-1.1	7	104.0	9.4	101.0
CN(C)N1C(N)=C(C#N)C(c2ccccc2)C2=C1CCCC2=O (centres undefined)	105.0	0.6	0.6	99.0	103.0	100.0	-5.2	7	102.0	·	104.0
Cc1ccc(-c2cn3c(n2)CCCC3)cc1	99.0	-0.3	-0.8	96.0	100.0	93.0	7.3	22	102.0	-9.4	99.0
O=C(O)CCN1CC2([N+](=O)[O-])C=CC(=O)C([N+](=O)[O-])(C1)C2CC(=O)c1ccccc1 (centres undefined)	100.0	0.2	2.1	97.0	99.0	101.0	25.1	15	103.0	·	99.0
COCCN(C(=O)c1ccco1)c1nnc(-c2ccc(OC)cc2)s1	105.0	0.7	3.9	101.0	105.0	106.0	-2.9	37	107.0	5.8	102.0
CC1CCCCC1NC(=O)CN(C)S(=O)(=O)c1cccc2nsnc12 (centres undefined)	102.0	-4.7	-4.4	101.0	104.0	103.0	-1.0	9	109.0	5.9	101.0
O=C(Cc1ccccc1)Nc1ccc2oc(-c3cccnc3)nc2c1	101.0	0.2	4.7	98.0	100.0	100.0	8.3	10	100.0	-2.0	100.0
Cc1c(Cl)cccc1NC(=S)N1CCC(N(C)CC2CCCO2)CC1 (centres undefined)	101.0	0.0	-0.1	99.0	102.0	103.0	8.6	19	104.0	9.5	102.0
CC(C(=O)O)C1SC(=O)NC1=O (centres undefined)	100.0	0.0	-0.2	97.0	100.0	98.0	1.0	9	99.0	·	100.0
Cc1ccc(OCCNC(=O)c2cncc(Br)c2)cc1C	95.0	0.4	1.6	95.0	97.0	97.0	10.7	39	97.0	·	95.0
CC(=O)[C@H]1[C@@H]2C(=O)N(c3cccc(Cl)c3)C(=O)[C@@H]2[C@H]2c3ccccc3C=CN21	100.0	0.0	0.2	94.0	96.0	95.0	12.8	4	97.0	-0.7	95.0
O=C1c2ccccc2C(O)N1c1ccc(Cl)cc1 (centres undefined)	98.0	0.2	1.0	104.0	101.0	104.0	0.6	5	107.0	·	101.0
COCCOC(=O)C1=C(C)Nc2nc(C)nn2C1c1ccccc1 (centres undefined)	?	0.2	0.1	?	?	?	-17.9	36	?	-2.7	?
CS/C(=C\[N+](=O)[O-])Nc1ccc(OC(F)(F)F)cc1	101.0	0.7	1.1	93.0	97.0	94.0	20.5	32	95.0	4.5	94.0

# Additional records follow.
mol	Rab7 wt modul	ABCB1 inh	ABCG2 block	Rac1 act GTP bind	HRas wt GTP bind	Cdc42 wt GTP	Mcl1 Noxa PPI	Avidin fluor	Rac1 wt modul	Pf gametocyte	Rab2 wt GTP
Cc1ccccc1OCCOc1ccc([N+](=O)[O-])cc1/C=N/n1cnnc1	94.0	2.5	19.2	95.0	96.0	95.0	14.3	12	89.0	1.3	96.0
C=CC1C(N2CCOCC2)C(C)(C)S1(=O)=O (centres undefined)	101.0	0.3	0.9	100.0	102.0	105.0	0.5	34	104.0	1.7	100.0
O[C@@H](CNC[C@H](O)c1ccccc1)c1ccccc1	98.0	0.2	-1.1	100.0	100.0	100.0	-13.0	5	106.0	·	97.0
Cc1nn(-c2ccccc2)c(C)c1/C=N/NC(=O)c1cc(C2CC2)[nH]n1	102.0	0.8	10.2	99.0	101.0	100.0	0.7	9	105.0	7.5	102.0
N#CC1=C(N)N(c2ccc(Br)cc2)C2=C(C(=O)CCC2)C1c1cccnc1 (centres undefined)	100.0	0.0	0.2	98.0	100.0	103.0	5.2	23	105.0	18.9	99.0

# Rows are unselected. About 2.3% of those tested had a hit in this group.
